# Bioassay records (PubChem BioAssay)
# PostGolgi yeast – phenotypic screen on post-Golgi transport, primary screen; post-Golgi transport phenotypic cell assay; inhibition, % at 10 µM; 98,000 compounds, 0.9% hits;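 note: yeast cells grown in 1536-well plates; yeast grown about 18 h at 30C before absorbance read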
# H69AR inhibit – proliferation blockers of H69AR lung cancer cells, primary screen, cell-based, human, 86K library. 85,000 compounds, 6% hits. H69AR lung tumor viability, ATP luminescence, 72 h; hits give low values. AID 598, 2007. viability, % at 10 µM;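 active = viability at or below 40%; inactive = viability above 40%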;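 note: multidrug resistant small cell line overexpressing MRP-1 efflux transporter; 100% = mean luminescence of untreated control wells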
# E coli WT exp – growth inhibitors of wild-type E. coli, primary screen, strain BW25113, expanded library, OD600. 98,000 compounds, 0.15% hits. growth inhibition, % at 100 µM. OD600 absorbance;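 active = growth inhibition above about 50% at one test dose, limit read from the data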;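 note: growth measured after 20 h incubation at 37 °C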
# S1P2 ag – S1P2 receptor agonists, primary screen, cell-based; Sphingosine 1-phosphate receptor 2 (Homo sapiens), O95136; S1P2-expressing cell line, agonist reporter read-out; activation, % at 4.5 µM; 97,000 compounds, 0.46% hits; AID 729, 2007; in the data active = activation above about 16%;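 note: 0% = vehicle low control and 100% = maximal reference agonist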
# Target sequence (O95136 whole entry, looked up): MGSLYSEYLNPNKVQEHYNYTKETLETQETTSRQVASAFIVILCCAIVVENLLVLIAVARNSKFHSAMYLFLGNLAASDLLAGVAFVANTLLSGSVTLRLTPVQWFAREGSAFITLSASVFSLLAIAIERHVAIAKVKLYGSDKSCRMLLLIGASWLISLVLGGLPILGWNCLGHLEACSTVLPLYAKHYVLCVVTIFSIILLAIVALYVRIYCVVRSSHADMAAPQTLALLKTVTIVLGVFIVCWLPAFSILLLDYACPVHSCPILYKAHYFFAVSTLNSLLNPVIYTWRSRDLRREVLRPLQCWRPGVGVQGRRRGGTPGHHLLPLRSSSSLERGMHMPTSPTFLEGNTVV
# HUVEC inhibit – inhibitors of HUVEC proliferation, primary screen, cell-based, 384-well. CellTiter-Glo luminescence, 72 h; hits give low values. viability, % at 10 µM (by protocol). 86,000 compounds, 1.1% hits. AID 648, 2007;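 active = viability at or below 30%; inactive = viability above 30%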;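 note: 100% = median luminescence of DMSO-only cell control wells on each plate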
# hDAT+cocaine – changed hDAT dopamine uptake under cocaine IC80, either direction, primary screen, cocaine antagonist project, cell-based, LLC-PK1 hDAT, [14C]-dopamine uptake, MLSMR; Sodium-dependent dopamine transporter (Homo sapiens), Q01959; LLC-PK1 hDAT cells, [14C]-dopamine uptake with cocaine IC80; actives deviate in either direction; B-score at 10 µM; 110,000 compounds, 1.3% hits; AID 449768, 2010;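 active = Z score or B-score, a plate-position-corrected score, falls beyond the plate's 99.7% confidence bounds, in either direction; inactive = both scores lie inside the 99.7% bounds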;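 note: scored against the spread of the other compound wells on the same plate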
# Target sequence (Q01959 whole entry, looked up): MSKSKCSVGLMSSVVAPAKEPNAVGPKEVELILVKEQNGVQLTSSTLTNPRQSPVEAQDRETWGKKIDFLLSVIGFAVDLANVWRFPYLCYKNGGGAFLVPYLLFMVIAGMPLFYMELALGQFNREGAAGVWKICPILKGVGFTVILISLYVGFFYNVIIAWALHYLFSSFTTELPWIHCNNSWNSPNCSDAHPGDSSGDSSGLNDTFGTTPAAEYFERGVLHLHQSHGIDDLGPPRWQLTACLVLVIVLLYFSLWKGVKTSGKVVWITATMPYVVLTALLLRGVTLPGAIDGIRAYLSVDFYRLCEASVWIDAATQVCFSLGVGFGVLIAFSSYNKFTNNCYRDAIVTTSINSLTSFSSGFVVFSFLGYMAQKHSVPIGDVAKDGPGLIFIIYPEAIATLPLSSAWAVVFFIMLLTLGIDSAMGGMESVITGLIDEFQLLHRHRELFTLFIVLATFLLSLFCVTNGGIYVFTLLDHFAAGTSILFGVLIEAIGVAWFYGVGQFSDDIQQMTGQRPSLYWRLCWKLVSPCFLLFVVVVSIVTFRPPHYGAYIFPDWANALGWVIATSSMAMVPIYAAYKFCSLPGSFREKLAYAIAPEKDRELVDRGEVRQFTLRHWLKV
# Lung fibro prol – antiproliferative effect on LL 47 fibroblasts – human, LL 47 cells, CellTiter-Glo luminescence, primary screen; LL 47 human lung fibroblast viability, ATP luminescence; hits give low values; viability, % at 10 µM; 85,000 compounds, 1.1% hits;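 active = viability at or below 50% in the single dose screen; inactive = viability above 50%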;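 note: compound exposure lasted 72 h before the ATP readout; 100% = median luminescence of untreated cell-only wells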
#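 Assay system: human lung fibroblast line LL 47, low passage. Input: 1,150 fibroblasts seeded per well. Times: overnight cell rest, 72 h compound treatment at 37 °C. Evaluation: % viability of median cell-only signal. Technique: luminescent ATP detection, CellTiter-Glo. Control set: cell-only wells, no compound.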
# S1P2 blocker – human S1P2 receptor antagonists, primary screen, cell-based | cell-based S1P2 antagonist assay, inhibition at 5 uM | inhibition, % at 5 µM | 97,000 compounds, 0.21% hits; in the data active = inhibition above about 45%;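 note: CRE beta-lactamase reporter cells expressing human S1P2 stimulated with S1P; 0% = agonist at EC80 alone and 100% = agonist plus reference antagonist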
# PostGolgi ctrl – growth inhibition of yeast control strain, primary screen, counter-screen for post-Golgi transport modulator project; efflux-deficient yeast background strain, growth absorbance A615, 16 h; inhibition, % at 10 µM; 98,000 compounds, 5% hits
# Numbers without * were called inactive; . = not tested or not shown. Cut-off read from the data, not from the text of the source, unless noted: active = inhibition above about 30%; inactive = the rest. Not a hit list; 11% or so of the library scored in one or more.
SMILES,PostGolgi yeast,H69AR inhibit,E coli WT exp,S1P2 ag,HUVEC inhibit,hDAT+cocaine,Lung fibro prol,S1P2 blocker,PostGolgi ctrl
O=C(CCSc1ccccc1)NC1CCCC1,-1.8,90.7,7.0,.,101.0,.,104.5,.,0.0
CCS(=O)(=O)N1CCN(S(=O)(=O)c2ccccc2)CC1,1.7,92.2,-4.0,-4.0,91.4,-9.55*,94.4,-10.8,17.6
CC(=O)C1C(c2ccc(F)c(F)c2)NC(=O)NC1(O)C(F)(F)F (configuration not stated),.,105.8,.,-4.2,97.7,-0.416,97.7,9.6,.
O=C(Cn1cc2c(n1)CCCC2)NCCCN1CCN(c2ccccc2F)CC1,1.5,98.2,2.0,-1.2,102.7,-1.2,101.4,-19.5,10.8
Cc1ccc(-n2c(SCC(=O)OC(C)C)nnc2-c2ccccn2)cc1,-8.8,79.2,-3.0,-1.0,112.3,0.705,104.8,10.3,3.4
COc1ccc(NC(=O)/C(Cl)=C(/Cl)S(=O)Cc2ccc(C)cc2)cn1 (configuration not stated),107.4*,0.7*,11.0,-10.7,1.5*,2.42,1.6*,98.7*,101.6*
COc1ccc(NC(=O)CC2SC(=Nc3ccccc3)NC2=O)c(OC)c1 (configuration not stated),-1.7,.,-3.0,-3.6,.,-2,.,9.3,19.8
COc1ccc(NCc2cc3ccccc3[nH]c2=O)cc1,29.7,82.6,0.0,-3.3,84.2,-0.481,96.3,17.8,7.5
CN(CC(O)COc1ccc(S(=O)(=O)N2CCOCC2)cc1)C1CCCCC1 (configuration not stated),-0.5,89.4,0.0,-2.1,107.3,-0.59,112.1,6.7,13.8
O=C(Cn1ccsc1=NC(=O)c1ccco1)c1ccccc1,18.4,97.6,-1.0,-4.3,92.6,0.323,98.7,16.3,1.7
COc1ccccc1Nc1nc(C)cc(C)c1C(N)=O,-4.4,86.1,-5.0,-0.1,97.0,0.0179,102.2,-8.8,9.4
CCOC(=O)c1ccc(N2C(=O)C=CC2=O)cc1,22.2,1.9*,0.0,-7.2,12.3*,-1.82,4.3*,-21.9,11.2
CCOc1ccc(-c2nnn(CC(=O)NCCc3c[nH]c4ccccc34)n2)cc1,17.6,.,-11.0,-4.2,.,1.26,.,-0.8,9.3
O=C(OCc1ccccc1Cl)c1ccccc1C(=O)c1ccccc1,0.2,.,1.0,-1.8,.,-1.06,.,-5.1,25.3
COc1ccc(-c2nc(-c3ccccc3)nc(Cl)c2C#N)cc1,-4.2,.,-18.0,-3.8,.,1.41,.,-3.5,12.3
Cc1cc(NS(=O)(=O)c2ccc(NC(=O)c3ccoc3C)cc2)nc(C)n1,-9.8,79.8,3.0,-3.1,87.9,0.742,103.5,-7.2,11.0
O=C(CCC(=O)OCCCC(F)(F)C(F)(F)F)Nc1ccccc1,5.5,97.3,9.0,-1.6,100.2,-0.0164,99.1,7.6,10.4
CCC(C)[C@H](NC(=O)NCc1ccccc1Cl)C(=O)O (some centres not stated),-5.2,91.8,7.0,-10.8,95.1,0.00931,107.8,17.1,0.1
CCOC(=O)C1CCN(CCC(=O)Nc2cccc(Cl)c2C)CC1,0.3,90.6,5.0,-12.9,92.9,-0.155,95.6,19.8,14.5
Cc1nn(-c2ccccc2)c2nc(N)c(C#N)c(-c3ccc(F)cc3)c12,3.9,47.0,-8.0,-6.4,79.4,-1.05,88.9,-11.3,23.4
O=C(N/N=C/c1cccc(O)c1)c1csc2ccccc12,-6.2,.,3.0,-6.1,.,0.138,.,-16.7,4.2
Clc1ccc2nc(CSc3nc4ccccc4o3)cn2c1,7.3,95.1,-10.0,-4.4,73.1,0.33,99.3,-1.6,9.2
O=C(NCc1cccs1)C(Cc1ccccc1)n1cccc1 (configuration not stated),6.0,98.7,2.0,.,88.1,-1.09,95.1,.,-2.7
CC(=O)OC1COC(N2CCc3cc(Br)c([N+](=O)[O-])cc32)C(OC(C)=O)C1OC(C)=O (configuration not stated),15.1,.,3.0,-3.5,.,0.171,.,-5.9,5.7
CCOC(=O)c1ccc(N2C(=O)CC(N3CCN(Cc4ccccc4)CC3)C2=O)cc1 (configuration not stated),0.0,93.6,-13.0,-2.1,93.7,0.369,100.5,-1.9,10.3

# Quoted from the results shown for reference:
SMILES,PostGolgi yeast,H69AR inhibit,E coli WT exp,S1P2 ag,HUVEC inhibit,hDAT+cocaine,Lung fibro prol,S1P2 blocker,PostGolgi ctrl
COc1ccc(-c2nc(-c3ccccc3)nc(Cl)c2C#N)cc1,-4.2,.,-18.0,-3.8,.,1.41,.,-3.5,12.3
Cc1cc(NS(=O)(=O)c2ccc(NC(=O)c3ccoc3C)cc2)nc(C)n1,-9.8,79.8,3.0,-3.1,87.9,0.742,103.5,-7.2,11.0
O=C(CCC(=O)OCCCC(F)(F)C(F)(F)F)Nc1ccccc1,5.5,97.3,9.0,-1.6,100.2,-0.0164,99.1,7.6,10.4
CCC(C)[C@H](NC(=O)NCc1ccccc1Cl)C(=O)O (some centres not stated),-5.2,91.8,7.0,-10.8,95.1,0.00931,107.8,17.1,0.1
CCOC(=O)C1CCN(CCC(=O)Nc2cccc(Cl)c2C)CC1,0.3,90.6,5.0,-12.9,92.9,-0.155,95.6,19.8,14.5
Cc1nn(-c2ccccc2)c2nc(N)c(C#N)c(-c3ccc(F)cc3)c12,3.9,47.0,-8.0,-6.4,79.4,-1.05,88.9,-11.3,23.4
O=C(N/N=C/c1cccc(O)c1)c1csc2ccccc12,-6.2,.,3.0,-6.1,.,0.138,.,-16.7,4.2
Clc1ccc2nc(CSc3nc4ccccc4o3)cn2c1,7.3,95.1,-10.0,-4.4,73.1,0.33,99.3,-1.6,9.2
O=C(NCc1cccs1)C(Cc1ccccc1)n1cccc1 (configuration not stated),6.0,98.7,2.0,.,88.1,-1.09,95.1,.,-2.7
CC(=O)OC1COC(N2CCc3cc(Br)c([N+](=O)[O-])cc32)C(OC(C)=O)C1OC(C)=O (configuration not stated),15.1,.,3.0,-3.5,.,0.171,.,-5.9,5.7
CCOC(=O)c1ccc(N2C(=O)CC(N3CCN(Cc4ccccc4)CC3)C2=O)cc1 (configuration not stated),0.0,93.6,-13.0,-2.1,93.7,0.369,100.5,-1.9,10.3

# (listing goes on)
SMILES,PostGolgi yeast,H69AR inhibit,E coli WT exp,S1P2 ag,HUVEC inhibit,hDAT+cocaine,Lung fibro prol,S1P2 blocker,PostGolgi ctrl
O=C(NCCCN1CCC(Cc2ccccc2)CC1)C1CCC(=O)N1C1CCCC1 (configuration not stated),-2.9,94.2,-8.0,-6.2,92.6,0.612,111.4,17.6,-1.2
Cn1c(C(=O)O)cc2cc(F)ccc21,.,94.8,.,-0.2,81.5,0.785,94.6,4.3,.
COc1cccc(CNc2ccc(N3CCCCC3)cc2)c1OC,-2.2,46.8,4.0,-1.9,90.4,-0.103,96.8,-6.0,1.2
Cn1c(Cn2c(=O)sc3ccccc32)nnc1SCC(=O)NCc1ccco1,4.7,100.3,1.0,.,99.7,-0.452,109.1,.,8.2
O=C(Oc1c(CN2CCOCC2)cc(Cl)c2cccnc12)c1ccc(F)cc1,-3.3,88.3,18.0,-4.5,76.8,-0.0585,4.5*,2.8,12.3
COc1ccc(CCNC(=O)c2ccc3nc(-c4ccco4)c(-c4ccco4)nc3c2)cc1OC,0.3,17.9*,-12.0,-1.8,47.5,0.0218,101.7,3.5,2.5
COc1cc(C(=O)N2CCN(c3cc(Cl)ccc3Cl)CC2)cc(OC)c1OC,5.5,33.2*,-9.0,0.2,42.6,-0.0115,53.2,5.5,16.2
CCN(CC)S(=O)(=O)c1ccc(Br)c(OC)c1,-4.1,90.1,-8.0,1.1,96.5,-0.703,92.2,-1.9,-4.3
COc1cc(C2C(C(C)=O)=C(C)Nc3ncnn32)ccc1O (configuration not stated),9.5,89.6,-4.0,-2.3,87.2,2.85,99.9,13.3,4.8
Cc1c(C(=O)NCCCN2CCOCC2)sc2nc(-c3ccc(F)cc3)cn12,-3.0,86.0,3.0,-1.5,83.8,0.348,110.1,12.3,2.0
COc1ccc(NC(=O)CSc2nnc(CNc3ccc(F)cc3)o2)c(OC)c1,-10.4,96.3,-3.0,-4.6,89.9,-0.479,109.0,9.2,-0.3
CC1=Nn2c(nnc2-c2cc(-c3ccccc3)n[nH]2)SC1,2.4,.,-4.0,-1.8,.,-0.0094,.,21.2,8.8
Cc1ccc(SCc2nc(-c3ccccn3)no2)cc1,-1.1,93.9,4.0,-3.3,112.7,-0.32,107.9,6.5,6.2
Cc1ccc(C2/C(=C(/O)c3ccc(OC(C)C)cc3)C(=O)C(=O)N2CCN2CCOCC2)cc1 (configuration not stated),-7.5,99.8,5.0,-5.9,84.6,-2.05,97.9,22.2,21.5
O=C(Nc1nnc(-c2ccc3c(c2)CCCC3)o1)c1ccccc1,100.0*,38.1*,25.0,-3.5,22.7*,-0.0797,64.1,-22.4,11.4
COc1ccccc1NC1=C(Cl)C(=O)N(C2CCCCC2)C1=O,-5.3,.,-4.0,-5.6,.,.,.,5.5,25.2
CC(O)c1c(OCc2ccccc2)ncnc1OCc1ccccc1 (configuration not stated),3.5,.,5.0,-8.5,.,1.79,.,2.3,19.5
CCN(CC)C(=O)CSc1nc(N)c2c3c(sc2n1)CC(C)CC3 (configuration not stated),-3.3,37.2*,-3.0,2.0,89.1,2.12*,96.8,-63.0,25.4
CN(C)C=Nc1ncc2c3ccccc3n(Cc3ccccc3)c2c1C#N,.,74.6,.,.,73.8,0.582,96.7,.,.
COCCCn1c(Cc2csc(Nc3ccccc3)n2)nnc1SCC(N)=O,.,102.9,.,-5.0,102.7,0.183,105.4,-11.7,.
CCOC(=O)CN1CC23C=CC(O2)C(C(=O)NCc2ccc(C)cc2)C3C1=O (configuration not stated),-5.7,93.9,4.0,-2.2,93.7,-0.397,104.0,10.3,1.6
N#CC1=C(N)SC(N)=C(C#N)C1CCC1CCCCC1,-2.4,85.0,8.0,0.9,68.5,-1.09,93.4,-10.2,9.4
CC(Sc1nc2c(c(=O)n(C)c(=O)n2C)n1Cc1cc2c(cc1Cl)OCO2)C(=O)O (configuration not stated),-1.7,90.1,5.0,-5.1,104.1,-0.601,96.8,8.2,3.5
CCC(C)n1cnc2c(c1=O)c1nc3ccccc3nc1n2Cc1ccccc1OC (configuration not stated),-3.8,50.4,3.0,-4.7,85.3,0.478,97.4,7.0,7.0
Cc1ccc2c(c1)N(Cc1ccccn1)C(=O)C(C)O2 (configuration not stated),2.6,.,-5.0,-1.8,.,0.0439,.,-23.6,7.2
CCOC(=O)CSc1nnc(Cc2cc(=O)[nH]c(=O)[nH]2)n1-c1cccc(OC)c1,-3.8,95.7,-6.0,-1.2,94.8,-0.842,102.9,2.5,9.0
Cc1ccc(CN2CCN(C(=O)c3ccco3)CC2)cc1,.,96.1,.,-1.1,102.5,-0.0484,98.4,3.2,.
